Compound activity (PubChem BioAssay)
ELG1 genotox = inducers of genotoxicity in HEK293T ELG1-luciferase cells; HEK293T ELG1-luciferase reporter, luminescence, 16 h; Potency, µM (highest dose often 46 µM), for the others: at the highest dose activity change, positive = activation, hits mostly activators; 330,000 compounds, 1.3% hits; AID 504466; also: potency is read from the fitted curve at half-maximal effect; % of control where 0% means no effect; nearly all actives have a fitted effect of over 60% in size
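Screening used a luciferase reporter fused to human ELG1 in HEK293T cells. Luminescence was read on a CCD plate imager after 16 hr exposure and 30 min ONE-Glo incubation.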
RORg inh = blocks mouse ROR gamma transcriptional activity; P51450; Drosophila S2 Gal4-RORgamma UAS-luciferase reporter, 20 h; Potency, µM (series often up to 53.6 µM), for the others: at the top dose activity change, negative = inhibition, actives largely listed as inhibitors; 310,000 compounds, 5.4% hits; AID 2551; also: potency is read from the fitted curve at half-maximal effect; % is scaled to controls: 0 for no effect and ±100 for the full control effect; nearly all actives have a fitted effect of over 60% in size
Target sequence (P51450 whole entry, looked up, the tested form may be a part): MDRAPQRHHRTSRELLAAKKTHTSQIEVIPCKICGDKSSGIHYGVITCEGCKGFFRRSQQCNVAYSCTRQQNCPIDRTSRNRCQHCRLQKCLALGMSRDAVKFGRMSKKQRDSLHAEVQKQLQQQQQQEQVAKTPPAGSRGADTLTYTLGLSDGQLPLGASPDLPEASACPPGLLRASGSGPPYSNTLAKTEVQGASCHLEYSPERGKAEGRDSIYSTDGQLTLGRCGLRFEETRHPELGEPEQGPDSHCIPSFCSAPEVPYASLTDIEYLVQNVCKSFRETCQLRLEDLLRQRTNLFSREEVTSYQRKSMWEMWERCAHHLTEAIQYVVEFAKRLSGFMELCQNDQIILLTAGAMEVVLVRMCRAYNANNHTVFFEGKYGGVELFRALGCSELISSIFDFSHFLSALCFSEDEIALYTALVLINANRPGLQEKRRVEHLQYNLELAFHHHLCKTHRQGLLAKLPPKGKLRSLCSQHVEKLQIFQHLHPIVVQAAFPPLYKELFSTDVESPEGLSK
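Schneider cells (Drosophila), stable Gal4 DBD–ROR gamma + UAS-luc; 1 hr cmpd preincubation; Cu2+ induction 700 uM final; 20 hr ambient; luminescence.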
FLuc counter = counter-screen for miR-21 project: firefly luciferase inhibitors or activators | 360,000 compounds, 6.9% hits | purified FLuc, Km substrates, luminescence inhibition | Potency, µM (doses to about 57.5 µM), inactives show at the top dose activity change, negative = inhibition, usual class: inhibitors | P08659;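 also: potency is read from the fitted curve at half-maximal effect; plate controls were vehicle for no effect and reference inhibitor for full effect; nearly all actives have a fitted effect of over 55% in size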
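Purified P. pyralis luciferase, 10 nM final, with Km-level 10 uM D-luciferin and 10 uM ATP in 50 mM Tris acetate pH 7.5, 10 mM Mg acetate, 0.01% Tween-20, 0.05% BSA; 6-point qHTS titration about 60 µM downward; luminescence read.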
BRCA1 expr act = increases BRCA1 expression; Potency, µM (titrated, usually from 46.1 µM), without a hit: at the highest dose activation, usual class: activators; 380,000 compounds, 1.1% hits; MCF7-BRCA1-FFLuc reporter, luminescence, 48 h; response scale: scaled: vehicle 0%, 10 µM genistein 100%; also: potency is read from the fitted curve at half-maximal effect; nearly all actives have a fitted effect of over 80% in size; some results filed as inactive show a strong effect at the top dose
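MCF7-BRCA1-FFLuc, 2000 cells/well; 2 h attach, 37 °C/5% CO2; compound 48 h; luciferase substrate 15 min; luminescence end-point. Norm. to genistein 10 microM max activation and DMSO; concentration-response curves fitted.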
Gal4-VP16 FLuc = Gal4-VP16 reporter inhibition counter-screen; Potency, µM (top dose mostly 53.6 µM), for inactives: at the highest dose activity, negative = inhibition, hits mostly inhibitors; Drosophila S2 Gal4-VP16 UAS-luciferase, luminescence, 20 h; 310,000 compounds, 3.5% hits;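 also: Gal4-VP16 expression switched on by copper sulfate through the metallothionein promoter; potency is read from the fitted curve at half-maximal effect; % is scaled to controls: 0 for no effect and ±100 for the full control effect; nearly all actives have a fitted effect of over 50% in size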
TRPV1 agonist = activates the human vanilloid receptor TRPV1; Q8NER1; TRPV1-expressing cells, Fluo-8 calcium influx, agonist mode; activation, % at 8.33 µM; 320,000 compounds, 0.19% hits; in the data active = activation above about 80%; inconclusive = between about 30% and that limit; also: 0% is about no effect
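Fluo-8 calcium influx in TRPV1-expressing cells, kinetic read (ex 480/em 520 nm). Compound added and read 3 min for agonist activity, followed by capsaicin at EC20 final and 2 min further read for enhancement.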
p53 reactivation = restores transcriptional activity of mutant p53 | H1299 p53-A138V BP100-luciferase reporter, luminescence, 24 h | Potency, µM (top dose mostly 92.2 µM), without a hit: at the top dose activity change, positive = activation, actives largely listed as activators | 320,000 compounds, 0.063% hits; also: potency is read from the fitted curve at half-maximal effect; % of control where 0% means no effect; nearly all actives have a fitted effect of over 45% in size
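H1299 (p53-null), stable ts p53-A138V + BP100-Luc; 1000 cells/well, Opti-MEM/10% FBS; cpd 4 pt, 1:5; 24 h, 37 deg C, 5% CO2; detection reagent 10 min RT; luminescence.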
NPC1 prom act = NPC1 promoter activation. Huh7 NPC1 promoter luciferase reporter, 24 h. Potency, µM (doses to about 9.22 µM), inactives show top-dose activation, usual class: activators. 320,000 compounds, 2.4% hits. AID 485313;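 also: potency is read from the fitted curve at half-maximal effect; % of control where 0% means no effect; nearly all actives have a fitted effect of over 60% in size; reporter is driven by a mutant NPC1 promoter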
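NPC1 promoter–luciferase Huh7 cells; 24 h compound; luminescence.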
Rab9 prom act = Rab9 promoter activation | Huh7 Rab9 promoter-luciferase reporter, luminescence, 24 h | Potency, µM (top dose mostly 9.22 µM), for the others: at the top dose activation, negative = inhibition, usual class: activators | 320,000 compounds, 2.8% hits | AID 485297; also: potency is read from the fitted curve at half-maximal effect; % of control where 0% means no effect; nearly all actives have a fitted effect of over 60% in size
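Luciferase signal after 10 min detection reagent at ambient indicates Rab9 promoter upregulation; stably transfected Huh7 cells were treated 24 h with compound in DMSO at 37 °C, 5% CO2.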
Tb PFK block = T. brucei PFK enzyme inhibition; 330,000 compounds, 0.17% hits; O15648; T. brucei PFK, ADP-Glo luminescence; Potency, µM (series often up to 57.5 µM), for the others: at the highest dose activity, negative = inhibition, most hits filed as inhibitors;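 also: potency is read from the fitted curve at half-maximal effect; 0% = uninhibited 1x PFK enzyme wells and -100% = no-enzyme wells; nearly all actives have a fitted effect of over 60% in size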
Target sequence (O15648 whole entry, looked up): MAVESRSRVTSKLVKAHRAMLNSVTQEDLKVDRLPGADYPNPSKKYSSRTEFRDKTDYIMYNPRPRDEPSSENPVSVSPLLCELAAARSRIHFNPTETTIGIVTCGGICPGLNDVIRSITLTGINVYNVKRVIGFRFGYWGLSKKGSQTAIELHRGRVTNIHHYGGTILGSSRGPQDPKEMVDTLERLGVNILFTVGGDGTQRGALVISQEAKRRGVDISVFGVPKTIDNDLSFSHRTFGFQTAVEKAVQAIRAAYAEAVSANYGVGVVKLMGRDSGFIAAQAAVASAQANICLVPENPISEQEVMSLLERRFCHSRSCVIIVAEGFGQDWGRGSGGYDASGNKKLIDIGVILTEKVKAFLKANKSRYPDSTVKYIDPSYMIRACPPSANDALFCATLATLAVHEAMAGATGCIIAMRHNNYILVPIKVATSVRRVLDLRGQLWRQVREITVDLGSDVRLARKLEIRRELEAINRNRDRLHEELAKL
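1.25 nM PFK with 0.5 mM F6P and 0.1 mM ATP in 0.1 M TEA pH 8.0, 5 mM MgCl2, incubated 45 min at room temperature; ADP measured by ADP-Glo luminescence; compounds titrated up to 57 uM.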
ELG1 DNA repair = ELG1-dependent DNA repair inhibition; HEK293T ELG1-luciferase reporter, luminescence, 16 h; DNA damage induced by 5-fluorouridine; Potency, µM (series often up to 46.1 µM), for the others: top-dose activity change, negative = inhibition, most hits filed as inhibitors; 330,000 compounds, 2.3% hits; AID 504467; also: potency is read from the fitted curve at half-maximal effect; % is scaled to controls: 0 for no effect and ±100 for the full control effect; nearly all actives have a fitted effect of over 55% in size
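Quantitative HTS, concentration-response format. 2,000 cells/well co-treated with 5-fluorouridine and compound, 16 hr in 5% CO2 at 37 °C; ONE-Glo luminescence read after 30 min.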
Active calls of the source: *; ? = inconclusive; · = not tested or not shown; [ ] = another dose, or the depositor's remark. Unless noted, calls follow the shape of the dose curve; as a rule, active = well fitted curve in the direction sought with a large enough effect; inconclusive = small, poorly fitted or top-dose-only effect, or another doubt; inactive = no such curve, though single readings can be large; an effect the other way counts as inactive or inconclusive.

SMILES	ELG1 genotox	RORg inh	FLuc counter	BRCA1 expr act	Gal4-VP16 FLuc	TRPV1 agonist	p53 reactivation	NPC1 prom act	Rab9 prom act	Tb PFK block	ELG1 DNA repair
Cn1c(SCC(=O)N2CCCc3ccccc32)nnc1-c1c[nH]c2ccccc12	-11%	-4%	1%	-11%	-1%	4	-11%	-4%	-3%	-3%	?
OCC1(Cc2cccc(Cl)c2)CCCN(Cc2ccc3cc(F)ccc3n2)C1 (stereo not given)	-2%	3%	0%	-44%	-1%	-7	1%	-2%	1%	-4%	3%
COc1cccc(C2=NOC(C(=O)NCCN3CCOCC3)C2)c1 (stereo not given)	1%	3%	1%	-15%	4%	-2	-2%	-1%	10%	3%	-8%
CC1Cc2ccccc2N1C(=S)NC(=O)c1ccc(Cl)cc1Cl (stereo not given)	-10%	0.35µM*	2%	-42%	0.71µM*	3	8%	0%	0%	0%	-5%
COc1cc(CC(=O)N/N=C/c2ccccc2)c([N+](=O)[O-])cc1OC	-2%	2%	-1%	·	7%	4	-16%	2%	-45%[inhibitor]	-25%	?
COc1cc(O)c(C(C)=O)cc1OC	-1%	13%	3%	0%	6%	2	3%	0%	-4%	1%	18%
CC[C@H](C)Cc1cn([C@@H](CCCN=C(NC(=O)OC(C)(C)C)NC(=O)OC(C)(C)C)C(=O)NCCCCCCCCCCC(=O)N2CCN(C(=O)OC(C)(C)C)CC2)nn1	-40%[inhibitor]	·	-2%	-39%	·	6	-22%	-10%	1%	-1%	7.3µM*
O=C(COC(=O)/C=C/c1cccc(C(F)(F)F)c1)NC(=O)NC1CCCC1	-1%	·	-2%	-24%	·	3	-10%	-1%	1%	0%	10%
O=C(Nc1ccccc1C(=O)N1CCCCC1)C1CCCCC1	4%	-32%	0%	1%	-2%	7	-2%	-1%	-3%	-4%	3%
CCOc1ccc(C(C)=O)cc1COC(=O)c1cc([N+](=O)[O-])ccc1N1CCOCC1	0%	·	9%	-25%	·	5	-6%	0%	-4%	0%	?
O=C(CNC(=S)NC(=O)c1ccco1)c1ccccc1	16%	?	12µM*	58%	-9%	7	10%	?	23%	0%	?
CN1CCCC(OC(=O)c2ccc(C(C)(C)C)cc2)C1 (stereo not given)	3%	10%	?	-13%	2%	4	6%	-1%	-2%	2%	?
COc1ccccc1/C=N/NC1=NCCCCC1	0%	-15%	?	7%	-1%	-3	7%	4%	-5%	-4%	-1%
CNC(=O)C(=O)NCC(c1cccs1)S(=O)(=O)c1ccc(C)cc1 (stereo not given)	0%	-9%	3%	-3%	-9%	1	5%	0%	-3%	-4%	9%
COc1ccc(OCC(=O)NNC(=O)C(=O)N2CCCC2)cc1	0%	8%[10 µM]	2%	-12%	2%	-1	-1%	1%	-6%	-3%	-3%
COCCNc1nc2c(c(=O)n(C)c(=O)n2C)n1Cc1cccc(C)c1	-10%	?	-2%	-61%	10µM*	-4	-4%	0%	-19%	-3%	21µM*
COc1ccc2[nH]c(=O)c(CN(C(=O)c3cccnc3)c3ccc(C)cc3C)cc2c1	-8%	38%	-3%	-20%	-10%	5	-3%	-3%	-11%	0%	-8%
CC(C)OC(=O)CSc1nnc(-c2ccccn2)n1-c1ccccc1	-2%	7%	0%	2%	-1%	-1	-8%	0%	-4%	3%	11%
CCOc1ccc(S(=O)(=O)N2CCCC(C(=O)NCc3ccccn3)C2)cc1C (stereo not given)	-4%	16%	-1%	-13%	0%	0	-7%	-4%	4%	1%	-3%
O=c1c2ccccc2nnn1CSc1nnnn1-c1ccccc1	10%	43%	?	?	?	3	5%	?	?	-1%	?

3 entries out of the list, arranged by molar mass, rising:
SMILES	ELG1 genotox	RORg inh	FLuc counter	BRCA1 expr act	Gal4-VP16 FLuc	TRPV1 agonist	p53 reactivation	NPC1 prom act	Rab9 prom act	Tb PFK block	ELG1 DNA repair
O=C(CNC(=S)NC(=O)c1ccco1)c1ccccc1	16%	?	12µM*	58%	-9%	7	10%	?	23%	0%	?
CNC(=O)C(=O)NCC(c1cccs1)S(=O)(=O)c1ccc(C)cc1 (stereo not given)	0%	-9%	3%	-3%	-9%	1	5%	0%	-3%	-4%	9%
COc1ccc2[nH]c(=O)c(CN(C(=O)c3cccnc3)c3ccc(C)cc3C)cc2c1	-8%	38%	-3%	-20%	-10%	5	-3%	-3%	-11%	0%	-8%

Further compounds follow:
SMILES	ELG1 genotox	RORg inh	FLuc counter	BRCA1 expr act	Gal4-VP16 FLuc	TRPV1 agonist	p53 reactivation	NPC1 prom act	Rab9 prom act	Tb PFK block	ELG1 DNA repair
COCCCNC(=O)COc1ccc(S(=O)(=O)NCc2ccccc2)cc1Cl	-5%	2%	-2%	-17%	-2%	0	1%	0%	2%	-3%	0%
CSc1cccc(NC(=S)N(CCC(C)C)C(C)c2ccncc2)c1 (stereo not given)	-4%	?	5%	-12%	?	14	0%	-2%	2%	5%	-8%
COc1cc(OC)cc(C(=O)Nc2ccc(S(=O)(=O)Nc3ccccn3)cc2)c1	1%	-16%	6%	-3%	-5%	-3	-2%	-1%	-1%	0%	-1%
CCOc1ccc2cc(S(=O)(=O)n3ccnc3C)ccc2c1	3%	-14%	-1%	-6%	3%	-2	-5%	1%	-1%	-1%	0%
CC1C(=O)N(Cc2ccc([N+](=O)[O-])cc2)c2ccccc2N1C(=O)C1CC1 (stereo not given)	-5%	20%	-13%	-6%	-12%	1	1%	-7%	-4%	-5%	-25%
O=C(NCCc1c[nH]c2ccccc12)c1cc(Cl)c2c(c1)OCO2	?	?	24µM*	3.5µM*	-3%	15	?	2.5µM*	1.4µM*	-3%	?
Cc1ccc(S(=O)(=O)N2CCOCC2)cc1NC(=O)COC(=O)c1ccc(Cl)nc1	-1%	·	·	0%	·	·	-1%	·	·	0%	1%
O=C(O)c1ccccc1C(=O)c1ccc2c(c1)N(Cc1cccc(F)c1)C(=O)CO2	3%	41%	-2%	-20%	8%	2	-2%	-3%	-6%	-1%	9%
CCC(C)(C)NC(=O)c1ccc(Br)o1	1%	0%	6%	-3%	-5%	-1	-5%	-4%	-9%	0%	0%
Cc1nn(Cc2ccc(F)cc2)c2sc(C(=O)Nc3ccc(N4CCOCC4)cc3N3CCOCC3)cc12	-11%	?	-7%	-52%	-6%	15	-8%	-1%	-3%	-1%	18µM*
COc1ccc2oc(C(=O)N3CCN(C(c4ccccc4)c4ccccc4)CC3)c(C)c2c1	-3%	·	3%	-37%	·	?	-5%	5%	1%	4%	-7%
S=c1[nH]nc(-c2cnccn2)n1-c1ccccc1	0%	-29%	4%[2.3 µM]	13%	2%	-2	1%	2%	-3%	-12%	-5%
CC(=O)N1c2ccc(S(=O)(=O)NCc3ccco3)cc2CC1C (stereo not given)	8%	10%	-4%	3%	3%	-2	16%	-1%	2%	-12%	?
CN(Cc1ccccc1F)C(=O)C1CCCN(C(=O)c2ccc(Cl)cc2)C1 (stereo not given)	-4%	·	-1%	-10%	·	7	-5%	-9%	-1%	0%	1%
COc1ccccc1-n1cnc(N)c1C(C)=O	-10%	-9%	-1%	19%	0%	-1	-9%	0%	-4%	-5%	-6%
CCOC(=O)c1sc2nc(C)nc(NCc3cccnc3)c2c1C	-3%	39%	-3%	-2%	6%	0	-4%	1%	4%	-2%	15µM*
N#Cc1ccccc1NC(=O)c1ccc(-c2ccccc2Cl)o1	?	-31%	?	93%	-7%	21	13%	4µM*	?	10%	?
COc1ccc(-c2[nH]ncc2CN2CCCO2)cc1F	3%	1%	0%	-2%	-5%	1	-1%	-4%	2%	0%	1%
Cc1ccc(C)c(N(CC(=O)NC2CCCC2)S(=O)(=O)c2ccccc2)c1	-10%	-10%	-1%	-12%	-19%	24	6%	1%	0%	-3%	?
Cc1ccccc1CNC(=O)CCC(=O)N1CCOc2ccc(Cl)cc21	2%	27%	-2%	4%	0%	-1	·	0%	2%	-15%	14%
CCOc1ccccc1C(=O)n1nc2nc(C)cc(C)c2c1N	-6%	-10%	0%	3%	-3%	-1	6%	-3%	2%	-6%	-25%
CC(CCc1ccc(O)cc1)NC(c1ccccc1)c1ccc(Cl)cc1 (stereo not given)	-7%	?	2%	-47%	?	?	-58%[inhibitor]	-5%	-1%	-4%	-26%
COC(=O)c1ccc(NC(=O)c2cc(Cl)ccc2OC)cc1	?	13%	-7%	0%	15%	-1	2%	24%	2%	-3%	5%
COc1ccc(CCNC(=O)CNS(=O)(=O)c2ccc(N(C)C)c([N+](=O)[O-])c2)cc1OC	-5%	-20%	-1%	8%	4%	0	-3%	3%	-2%	-5%	-16%
COc1cc2c(cc1OC)-c1cc3ccc4c(c3c[n+]1CC2)OCO4	-1%	16%	?	-36%	-11%	0	1%	-2%	0%	0%	-26%
O=C(NCCCN1CCN(c2cccc(Cl)c2)CC1)c1nc(-c2ccncc2)no1	-18%	43%	2%	-40%	-11%	10	-4%	-1%	-1%	-5%	?

No enrichment for hits; overall some 15% were active at least once.
